USP1-UAF1 inh = USP1/UAF1 (human) deubiquitinase inhibition | O94782 | recombinant USP1/UAF1, Ub-Rhodamine cleavage fluorescence | Potency, µM (series often up to 57.1 µM), without a hit: top-dose activity change, negative = inhibition, most hits filed as inhibitors | hit rate 0.23% among 390,000 | AID 743255; further: potency means the concentration at half of the fitted maximal effect; on the % scale 0 is the no-effect control and ±100 the full control effect; nearly all actives have a fitted effect of over 60% in size; inactives centre near -12
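Step one: compound is pinned into 1nM USP1/UAF1 in HEPES pH 7.8 buffer with TCEP. Step two: 15 min room-temperature incubation. Step three: Ub-Rho (150nM final) starts cleavage, tracked by fluorescence over six one-minute reads.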
Vif-APOBEC3G blk = Vif-A3G binding inhibition; HeLa A3G-eYFP + Vif (tagged APOBEC3G with the HIV-1 protein that degrades it), YFP fluorescence, overnight; Potency, µM (titrated, usually from 46.1 µM), without a hit: at the highest dose activity, negative = active, usual class: inhibitors; hit rate 0.076% among 410,000; AID 602310;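 further: potency means the concentration at half of the fitted maximal effect; on the % scale 0 is the no-effect control and ±100 the full control effect; nearly all actives have a fitted effect of over 60% in size; hits raise eYFP signal because A3G escapes Vif-driven loss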
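Read-out is eYFP fluorescence (Ex 488/Em 500-530) from Vif-expressing HeLa A3G-eYFP cells; more signal means A3G escaped Vif-mediated degradation. Cells plated overnight, compound pinned in, incubated overnight at 37 deg C.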
TrxR1 substrate = substrates of rat thioredoxin reductase 1 | purified TrxR1 substrate turnover, NADPH consumption readout | Potency, µM (series often up to 114 µM), without a hit: at the top dose activity change, negative = substrate turnover | O89049 | AID 588456 | hit rate 0.01% among 390,000; further: potency means the concentration at half of the fitted maximal effect; on the % scale 0 is the no-effect control and ±100 the full control effect; nearly all actives have a fitted effect of over 50% in size
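Rat TrxR1, dispensed at 90 nM, was prereduced with 400 uM NADPH (final) for 5 min at ~22 deg C, then incubated with compound 15 min before 400 uM selenite. A first-read NADPH fluorescence drop versus no-compound background flagged substrates.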
mIDH1 inhibitor = inhibitors of human mutant IDH1 R132H; O75874; IDH1-R132H enzyme, NADPH consumption, diaphorase/resazurin fluorescence; Potency, µM (series often up to 76.6 µM), without a hit: at the top dose activity change, negative = inhibition, most hits filed as inhibitors; hit rate 0.093% among 390,000; AID 602179; further: potency means the concentration at half of the fitted maximal effect; on the % scale 0 is the no-effect control and ±100 the full control effect; nearly all actives have a fitted effect of over 65% in size
Target sequence (O75874 whole entry R132H, stated change not applied): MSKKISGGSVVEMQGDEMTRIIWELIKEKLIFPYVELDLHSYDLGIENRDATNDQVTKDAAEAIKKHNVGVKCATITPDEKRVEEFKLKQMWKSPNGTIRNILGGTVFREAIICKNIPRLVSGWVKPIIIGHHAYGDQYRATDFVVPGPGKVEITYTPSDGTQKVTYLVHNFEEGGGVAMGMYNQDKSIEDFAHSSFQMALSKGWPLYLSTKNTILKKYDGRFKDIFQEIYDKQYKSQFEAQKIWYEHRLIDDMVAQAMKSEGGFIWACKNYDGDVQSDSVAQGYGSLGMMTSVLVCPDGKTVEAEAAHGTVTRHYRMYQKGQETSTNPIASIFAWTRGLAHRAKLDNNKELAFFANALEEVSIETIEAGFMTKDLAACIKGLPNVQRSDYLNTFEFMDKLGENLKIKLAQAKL
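IDH1-R132H (0.5 ug/mL) preincubated 30 min with compound, then NADPH (0.016 mM) and alpha-KG (2 mM) added; 80 min at RT, pH 7.5. Remaining NADPH coupled via diaphorase/resazurin to fluorescence (540/590 nm); concentration-response curves normalized to no-enzyme control.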
Vif-APOBEC3F blk = Vif-A3F binding inhibition | HeLa A3F-eYFP + Vif (tagged APOBEC3F with the HIV-1 protein that degrades it), YFP fluorescence increase | Potency, µM (series often up to 46.1 µM), for inactives: at the highest dose activity, negative = active | hit rate 0.2% among 390,000; further: potency means the concentration at half of the fitted maximal effect; % of control where 0% means no effect; nearly all actives have a fitted effect of over 65% in size
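HeLa cells stably expressing Vif plus C-terminally eYFP-tagged A3F were seeded, incubated overnight at 37 deg C, dosed with compound, incubated overnight again at 37 deg C. Yellow fluorescence (Ex 488/Em 500-530) reported blocked Vif-mediated A3F-eYFP degradation.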
PI4K2A block = inhibitors of human PI4K2A. Q9BTU6. purified PI4K2A, ADP-Glo luminescence, 1 h; hits give low values. activity change, negative = inhibition, % at 76.9 µM. hit rate 0.13% among 420,000; in the data active means activity change below about -50%; inconclusive means mostly about -30% to -49%;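 further: -100% = wells without enzyme as full effect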
Target sequence (Q9BTU6 whole entry, looked up): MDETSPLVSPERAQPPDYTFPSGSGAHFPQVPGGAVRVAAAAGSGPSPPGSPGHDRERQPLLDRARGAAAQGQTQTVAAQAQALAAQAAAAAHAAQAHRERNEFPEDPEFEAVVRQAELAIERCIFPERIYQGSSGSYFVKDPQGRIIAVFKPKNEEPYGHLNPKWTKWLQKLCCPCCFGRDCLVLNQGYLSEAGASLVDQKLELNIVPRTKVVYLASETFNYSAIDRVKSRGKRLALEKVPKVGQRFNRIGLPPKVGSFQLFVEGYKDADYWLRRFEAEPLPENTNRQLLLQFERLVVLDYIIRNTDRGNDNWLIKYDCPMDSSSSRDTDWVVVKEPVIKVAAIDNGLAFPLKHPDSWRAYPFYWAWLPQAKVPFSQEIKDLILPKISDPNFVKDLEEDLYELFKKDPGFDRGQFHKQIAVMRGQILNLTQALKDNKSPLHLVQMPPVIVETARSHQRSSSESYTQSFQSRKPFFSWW
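PI4K2A activity was measured by ADP-Glo luminescence: enzyme (4 ug/mL stock) and phosphatidylinositol (1.2 mM stock) in Tris pH 7.5/MgCl2/EGTA/Triton X-100 buffer were reacted with ATP (300 microM stock) for one hour at ambient temperature.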
Glioma ERSR ind = inducers of ER stress response in human glioma cells | U87-MG GRP78 promoter luciferase reporter, 16 h | hit rate 0.02% among 420,000 | Potency, µM, without a hit: at the top dose activation, hits mostly activators | AID 602332; further: potency means the concentration at half of the fitted maximal effect; series mostly up to about 76 µM; % of control where 0% means no effect; nearly all actives have a fitted effect of over 35% in size
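Stably transfected U87-MG human glioma cells carrying a GRP78-based luminescent sensor were seeded at 1000 cells/well, pin-dosed with compounds and incubated 16 h. Luciferase reagent was then added, and end-point luminescence was read after 10 min at room temperature.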
RXFP1 agonist = RXFP1 (human) receptor agonism | Potency, µM (highest dose often 57.5 µM), without a hit: at the highest dose activation, most hits filed as activators | HEK293T-RXFP1 cAMP TR-FRET, 30 min; response scale: percent of porcine relaxin response, buffer zero | hit rate 0.3% among 370,000 | Q9HBX9; further: potency means the concentration at half of the fitted maximal effect; on the % scale 0 is the no-effect control and ±100 the full control effect; nearly all actives have a fitted effect of over 60% in size; many of its hits are not listed in these tables
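HEK293T cells stably expressing RXFP1 were pretreated with the PDE4 inhibitor Ro 20174, exposed to compounds for 30 min at 37C, lysed, and cAMP was read by TR-FRET. Data normalized to buffer (basal) and 29 nM porcine relaxin (100%).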
LDHA block = LDHA (human) enzyme inhibition; P00338; AID 1347041; hit rate 0.15% among 480,000; purified LDHA, NADH/diaphorase-resazurin fluorescence; hits give low values; activity change, % (values are at about 110 or 230 µM); in the data active means activity change below about -30%; inconclusive means mostly about -25% to -30%;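 further: plate controls were DMSO wells for no effect and wells without enzyme for full effect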
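Human LDH5 (2 nM) was incubated with 0.06 mM NADH and 0.2 mM pyruvate for 5 min at room temperature in Tris pH 7.4. Remaining NADH was coupled through diaphorase/resazurin, and resorufin fluorescence was read at 0 and 20 min.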
Active calls of the source: *; ? = inconclusive; · = no result given; [ ] = another dose, or the depositor's remark. Unless noted, the call rests on the fitted dose curve; in most records, active means well fitted curve in the direction sought with a large enough effect; inconclusive means small, poorly fitted or top-dose-only effect, or another doubt; inactive means no such curve, though single readings can be large; an effect the other way counts as inactive or inconclusive. Not all compounds are listed. The share of hits here may be higher or lower than overall.

The opening eight entries (preview)
SMILES | USP1-UAF1 inh | Vif-APOBEC3G blk | TrxR1 substrate | mIDH1 inhibitor | Vif-APOBEC3F blk | PI4K2A block | Glioma ERSR ind | RXFP1 agonist | LDHA block
CCCC(=O)Nc1ccc2c(c1)nc(CCNC(=O)c1ccccc1)n2C | -12% | 0% | 4%[57.1 µM] | 4% | 0% | 7 | 4% | -0.4% | 3
COC(=O)C(C)NC(=O)C12CC3CC(C1)CC(c1ccc(C)cc1)(C3)C2 (stereo not drawn) | -4% | 3% | -6% | 10% | -1% | 1 | 0% | 3.1% | -1
COC(=O)CSc1nnc(CNC(=O)Cc2ccccc2)n1-c1ccccc1OC | -4% | 1% | -4% | 4% | 1% | 0 | -2% | 1.4% | -9
COc1cccc(C(=O)Nc2ccccc2-c2nc3ccccc3s2)c1 | 2% | -2% | 2% | 10% | 0% | 0 | -3% | 3.7% | -1
CC(=O)c1ccc(NC(=O)CO/N=C(\C)c2cccs2)cc1 | -21% | -1% | 2% | 7% | -11% | -3 | 1% | 1.3% | -11
Cc1ccc([N+](=O)[O-])cc1NC(=O)CSc1nncc2ccccc12 | -11% | 1% | -2% | -4% | 0% | -1 | -6% | 11% | -9
CCn1c(SCC(=O)N/N=C(\C)c2ccncc2)nnc1-c1ccc(C)cc1 | -23% | 1% | 5% | -2% | 7% | 2 | ? | 2.4% | -16
Cc1ccc2nc(-c3ccccc3)cc(C(=O)N3CC(C)OC(C)C3)c2c1 (stereo not drawn) | -11% | 2% | -9% | 1% | 5% | 2 | -2% | 0.2% | -6

All compounds of this part (from the top)
SMILES | USP1-UAF1 inh | Vif-APOBEC3G blk | TrxR1 substrate | mIDH1 inhibitor | Vif-APOBEC3F blk | PI4K2A block | Glioma ERSR ind | RXFP1 agonist | LDHA block
CCCC(=O)Nc1ccc2c(c1)nc(CCNC(=O)c1ccccc1)n2C | -12% | 0% | 4%[57.1 µM] | 4% | 0% | 7 | 4% | -0.4% | 3
COC(=O)C(C)NC(=O)C12CC3CC(C1)CC(c1ccc(C)cc1)(C3)C2 (stereo not drawn) | -4% | 3% | -6% | 10% | -1% | 1 | 0% | 3.1% | -1
COC(=O)CSc1nnc(CNC(=O)Cc2ccccc2)n1-c1ccccc1OC | -4% | 1% | -4% | 4% | 1% | 0 | -2% | 1.4% | -9
COc1cccc(C(=O)Nc2ccccc2-c2nc3ccccc3s2)c1 | 2% | -2% | 2% | 10% | 0% | 0 | -3% | 3.7% | -1
CC(=O)c1ccc(NC(=O)CO/N=C(\C)c2cccs2)cc1 | -21% | -1% | 2% | 7% | -11% | -3 | 1% | 1.3% | -11
Cc1ccc([N+](=O)[O-])cc1NC(=O)CSc1nncc2ccccc12 | -11% | 1% | -2% | -4% | 0% | -1 | -6% | 11% | -9
CCn1c(SCC(=O)N/N=C(\C)c2ccncc2)nnc1-c1ccc(C)cc1 | -23% | 1% | 5% | -2% | 7% | 2 | ? | 2.4% | -16
Cc1ccc2nc(-c3ccccc3)cc(C(=O)N3CC(C)OC(C)C3)c2c1 (stereo not drawn) | -11% | 2% | -9% | 1% | 5% | 2 | -2% | 0.2% | -6
CC(=O)NCCNC(=O)CCNC(=O)c1ccc(Cl)cc1 | -15% | -1% | 2% | 6% | -1% | 1 | -4% | 1.9% | 0
O=C(O)c1cc2nccc(-c3ccc(F)cc3)n2n1 | -22% | -1% | -1%[57.1 µM] | -9% | -2% | -2 | -1% | 0.9% | -5
CCOC(=O)N1CCc2c(sc3c2c(=O)n(-c2ccc(F)cc2)c(=O)n3CC(=O)c2ccc(Cl)cc2)C1 | ? | -17% | 4% | -14% | ? | -6 | -2% | 22% | -3
Cc1cc(C)c2c(c1)/C(=N/NS(=O)(=O)c1ccccc1)CCC2 | -13% | -2% | -12% | 3% | -9% | 3 | -2% | -0.2% | -6
CCOC(=O)C1=C(C)Nc2ccccc2N/C1=N\S(=O)(=O)c1cccc(Cl)c1 | -16% | 3% | -3% | -4% | 3% | 1 | 0% | -1.4% | -6
COc1cccc2c1OCC(C(=O)O)C2 (stereo not drawn) | -11% | 0% | 6%[57.1 µM] | 0% | -19% | -4 | -2% | -0.9% | -7
NC(=O)CSc1nnc(-c2cccnc2)n1CCc1ccccc1 | -21% | 0% | 10% | 6% | 1% | 0 | -3% | 0.0% | 1
NC1=NC(c2ccc(Cl)cc2)C(C(=O)c2ccccc2)N1 (stereo not drawn) | -17% | ? | 4% | 17% | 0% | 7 | -5% | 0.0% | -5
CC(O)CSc1nc2c(c(=O)[nH]c(=O)n2C)n1Cc1ccccc1 (stereo not drawn) | -13% | -10% | 2% | 6% | -4% | -4 | 0% | 2.7% | 0
O=C(Cn1nc2c(cc1=O)CCCC2)NCc1ccc(Cl)cc1 | -16% | ? | 0%[57.1 µM] | -4% | 0% | 1 | -1% | 0.7% | -7
CN(NC(=O)c1ccccc1F)c1nc(C(F)(F)F)nc2ccccc12 | -23% | ? | -3%[57.1 µM] | -11% | 1% | 2 | -5% | 1.2% | -4
Cc1ccc(NC2CCCN(C(=O)c3cn(C)c4ccccc34)C2)cc1C (stereo not drawn) | -7% | -1% | -17% | 3% | 2% | 4 | -3% | -0.8% | 8
CC1(C(=O)NS(=O)(=O)c2cccc(C#N)c2)CCN1C(=O)Cc1cc(F)ccc1F (stereo not drawn) | · | 0% | · | · | · | 0 | 0% | · | -4
FC(F)(F)Oc1ccccc1C(c1nnnn1C1CCCCC1)N1CCN(C/C=C/c2ccccc2)CC1 (stereo not drawn) | · | 1% | · | · | · | -1 | -3% | · | 4
COc1ccc(OC(C)C(=O)NCCc2nc3ccccc3[nH]2)cc1 (stereo not drawn) | -18% | -1% | -6% | -6% | -6% | -3 | -6% | 4.6% | -5
Cc1ccc(S(=O)(=O)N2CCN(S(=O)(=O)c3ccccc3)C2c2ccc(N(C)C)cc2)cc1 (stereo not drawn) | -18% | 1% | 5%[57.1 µM] | 10% | -7% | 4 | -2% | -0.4% | -9
Cc1ccc(-c2noc(-c3ccc(NC4CCCC4)c([N+](=O)[O-])c3)n2)cc1 | -12% | 1% | -12% | 0% | 9% | -2 | 1% | -1.3% | 0
COc1cccc(-c2cc(C(F)(F)F)n3nc(-c4ccc(C)cc4)cc3n2)c1 | 1% | 3% | -3% | -1% | 0% | -4 | -1% | 1.0% | 2
O=C(Nc1ccc(-c2nc3cc(NC(=O)c4ccc(F)cc4)ccc3o2)cc1)c1ccc(F)cc1 | -16% | 2% | 4%[57.1 µM] | 8% | -8% | -1 | -6% | 1.8% | -9
O=C(Nc1ccc2ccccc2c1)C(c1ccccc1)C1CCCC1 (stereo not drawn) | -26% | -5% | -2% | -1% | 1% | -2 | -1% | 1.4% | -12
COc1ccc2cc(C(=O)Nc3ccc(F)cc3)sc(=O)c2c1OC | -25% | -4% | -4% | 3% | -3% | 7 | 3% | 2.2% | -2
CCOc1ccccc1CNC(=O)c1ccc(Sc2ccc(Cl)cc2)c(NC(C)=O)c1 | -8% | -9% | 7% | 2% | 1% | 1 | -4% | 1.7% | -2
Oc1ccc(/C=N/N2CCN(C3c4ccccc4-c4ccccc43)CC2)c(O)c1 | ? | -3% | -4%[57.1 µM] | -3% | -4% | 1 | 5% | -0.6% | -3
CCc1ccc(C(=O)NN=C2CCCCCC2)s1 | -20% | -1% | -7% | 3% | -3% | -7 | -4% | 4.5% | -4
COc1ccc(CN(C)C(=O)Cn2ccsc2=N)cc1OC | -13% | -4% | -2% | 1% | 2% | 3 | 0% | -3.1% | 0
CCOc1ccc(CN2C(=O)c3ccccc3C2=O)cc1C(=O)Nc1nnc(SCC)s1 | -23% | -2% | 2% | 8% | 2% | 0 | -3% | -1.3% | -4
CCOc1ccc(NC(=O)N2CCN(S(=O)(=O)c3ccc4c(ccn4C)c3)CC2)cc1 | -14% | -1% | 0%[57.1 µM] | -5% | -1% | -14 | 1% | 0.8% | -4
COc1ccc(C(=O)N2CCCC(c3nc(-c4ccc(C)o4)no3)C2)cc1OC (stereo not drawn) | -2% | 0% | -7% | -2% | 4% | -3 | -1% | 2.2% | 1
CCC(=O)N/N=C(\C)CC(=O)Nc1ccc(Cl)cc1 | -19% | -7% | 3% | 6% | 0% | 0 | 1% | -0.3% | -13
CC(C)Nc1ncnc2c1ncn2[C@H]1CN(Cc2cccnc2)C[C@@H](CO)O1 | · | 3% | · | · | · | 2 | -1% | · | -9
Cn1c(-c2ccc(CN3CCCCC3)o2)nc2ccccc21 | -7% | -6% | 51%[activator] | 5% | -3% | 0 | -8% | 0.4% | -2
CCCC(=O)Nc1ccc(N2CCCCC2)cc1 | -5% | -5% | 4%[57.1 µM] | 9% | 0% | 1 | 1% | -2.2% | 1
